V-ATPase pHluor: yeast V-ATPase proton transport regulation by pHLuorin. S. cerevisiae, pHLuorin cytosolic pH fluorescence. response, % at 10 µM. 350,000 compounds, 0.37% hits. AID 504577; in the data active means response mostly above about 7.3%, no sharp cut-off; inactive means mostly below about 5.4%; further: actives read high; inactives centre near 0; some compounds called inactive have numbers as strong as hits; reference of the scale not given here
C-LANA FP: inhibitors of KSHV LANA C-terminal domain DNA binding; AID 504423; MBP-C-LANA/FAM-LBS DNA binding, fluorescence polarization; inhibition, % at 9 µM; 340,000 compounds, 0.078% hits;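 active means highest replicate inhibition at or above 60% at 9 µM, even if other replicates fall short; inactive means all replicates below 60% inhibition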;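 further: 0% = neutral control wells and 100% = 4 µM acridine orange control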
HTR5A inv ctr: HTR5A inverse agonism, opioid heterodimer counter-screen | HTR5A cell line, luminescence | inhibition, % at 9.3 µM | 340,000 compounds, 0.083% hits; in the data active means inhibition mostly above about 23%, no sharp cut-off; inactive means mostly below about 18%;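 further: 0% = cells with DMSO and 100% = no-cell wells with DMSO; some compounds called inactive have numbers as strong as hits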
Target sequence (P47898 whole entry, looked up): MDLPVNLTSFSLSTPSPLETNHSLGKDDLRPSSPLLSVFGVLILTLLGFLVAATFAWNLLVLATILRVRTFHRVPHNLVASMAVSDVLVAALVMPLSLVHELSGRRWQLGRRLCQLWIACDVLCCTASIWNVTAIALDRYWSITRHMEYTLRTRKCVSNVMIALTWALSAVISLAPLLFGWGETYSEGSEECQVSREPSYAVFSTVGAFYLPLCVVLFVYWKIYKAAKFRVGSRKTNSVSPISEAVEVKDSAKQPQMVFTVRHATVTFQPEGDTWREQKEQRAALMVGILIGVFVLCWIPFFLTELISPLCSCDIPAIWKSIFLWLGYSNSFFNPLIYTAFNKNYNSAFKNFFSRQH
cardiac RTF act: cardiac RTF calcium sensitization. P19429+P45379. IANBD-labeled TnC RTF fluorescence at EC20 calcium; 0% EC20 calcium, 100% full calcium. activation, % at 7.2 µM. 340,000 compounds, 0.24% hits;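 active means activation above the mean over all tested compounds plus 3 SD, cut at about 30% in these data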;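 further: rise in fluorescence read as greater calcium sensitivity of cardiac thin filaments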
MOR-DOR inv ag: inverse agonists of human mu-delta opioid receptor heterodimerization. P35372+P41143. inhibition, % at 9.3 µM. AID 504357. cell-based MOR-DOR heterodimer luminescence, inverse agonism. 340,000 compounds, 0.21% hits; in the data active means inhibition above about 22%, passing the limit was not always enough;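 further: 0% = cells with DMSO and 100% = wells without cells with DMSO; values of inactives mirror those of a sister screen read the other way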
MOR-DOR ag: OPRM1-OPRD1 heterodimerization agonism | cells, luminescence | activation, % at 9.3 µM | 340,000 compounds, 0.3% hits; in the data active means activation above about 18%;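 further: 0% = vehicle-treated cells and 100% = reference agonist; values of inactives mirror those of a sister screen read the other way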
RTF Ca sens inh: cardiac RTF calcium desensitization. inhibition, % at 7.15 µM. IANBD-labeled cardiac RTF, Ca2+ fluorescence. 340,000 compounds, 0.12% hits. P19429+P45379. AID 493244;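 active means inhibition above the mean inhibition of all tested compounds plus 3 SD, cut at about 17% in these data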;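 further: assay run at fixed EC70 calcium of 1.6 mM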
HTR5A ag: HTR5A agonism, opioid heterodimer counter-screen | P47898 | HTR5A agonist assay, luminescence, cell-based | activation, % at 9.3 µM | 340,000 compounds, 0.61% hits | AID 504692; in the data active means activation mostly above about 9.5%, no sharp cut-off; inactive means mostly below about 7.6%;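 further: 0% = cells with vehicle only and 100% = reference agonist; strong numbers were not always called active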
Keap1-Nrf2 PPI: disrupts human Keap1 binding to Nrf2 peptide; Q14145; Keap1 Kelch-Nrf2 peptide fluorescence polarization, 1536-well; inhibition, % at 9.4 µM; 340,000 compounds, 0.15% hits; AID 504523; in the data active means inhibition above about 12%; inconclusive means no clear call, values can overlap the other calls; inactive means below about 7.3%;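 further: human Keap1 Kelch domain with fluorescein labeled Nrf2 9mer peptide probe; 0% = neutral control wells and 100% = peptide positive control; higher means more block of Keap1 binding to Nrf2 peptide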
Target sequence (Q14145 whole entry, looked up, the tested form may be a part): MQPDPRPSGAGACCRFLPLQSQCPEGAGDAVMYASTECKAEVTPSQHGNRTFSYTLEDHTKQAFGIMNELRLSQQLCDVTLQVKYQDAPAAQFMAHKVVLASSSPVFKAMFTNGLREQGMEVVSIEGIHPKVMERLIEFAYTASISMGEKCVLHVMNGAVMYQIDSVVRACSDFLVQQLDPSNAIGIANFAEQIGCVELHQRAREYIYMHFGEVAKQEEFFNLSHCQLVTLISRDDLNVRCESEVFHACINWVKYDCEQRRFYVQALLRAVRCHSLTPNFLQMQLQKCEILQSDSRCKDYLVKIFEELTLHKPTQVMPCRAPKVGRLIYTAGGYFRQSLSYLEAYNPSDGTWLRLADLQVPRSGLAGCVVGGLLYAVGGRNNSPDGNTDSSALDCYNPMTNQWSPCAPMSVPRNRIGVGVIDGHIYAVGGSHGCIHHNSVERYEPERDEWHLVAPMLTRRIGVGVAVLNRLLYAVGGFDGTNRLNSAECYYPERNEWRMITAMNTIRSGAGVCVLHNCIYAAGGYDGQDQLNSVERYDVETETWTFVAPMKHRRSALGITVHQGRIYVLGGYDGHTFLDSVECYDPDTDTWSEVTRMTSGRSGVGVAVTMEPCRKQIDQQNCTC
CAL-PDZ inh HTS: CAL PDZ (human) peptide binding inhibition; AID 602252; Q9HD26; 300,000 compounds, 0.92% hits; inhibition, % at 24.9 µM; purified CAL PDZ, TMR-peptide fluorescence polarization, 1 h;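 active means mean inhibition of at least 30% with at least half of replicates also reaching 30%; inconclusive means no clear call, values can overlap the other calls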;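 further: 0% = DMSO neutral control and 100% = excess unlabeled competitor peptide PRC23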
* marks the source's active call; other numbers are inactive results; ? = inconclusive; / = not tested or not shown.

SMILES	V-ATPase pHluor	C-LANA FP	HTR5A inv ctr	cardiac RTF act	MOR-DOR inv ag	MOR-DOR ag	RTF Ca sens inh	HTR5A ag	Keap1-Nrf2 PPI	CAL-PDZ inh HTS
CC(=O)N1CCc2ccc(S(=O)(=O)N3CC(C)OC(C)C3)cc21 (configuration not stated)	2	0.1	-2	0	10	-1.9	5	2	3	0
Cc1cc(C(=O)OCC(=O)Nc2cccnc2Cl)c2ccccc2n1	3	-0.7	2	0	9	-2.0	-9	-1	1	-4
COc1ccc(CCNc2ccc(N3C(=O)CC(C)C3=O)cc2[N+](=O)[O-])cc1 (configuration not stated)	-2	-1.0	14	-7	8	-1.5	4	3	4	5
CNC(=O)NC(=O)CSc1ncc(C(F)(F)F)cc1Cl	-1	1.5	-18	-2	3	-0.6	-2	-2	6	-3
O=S1(=O)C[C@@H](O)[C@@H](Nc2ccc(Cl)cc2)C1	1	-0.2	-4	2	6	-1.3	-10	1	-7	-4
Cc1cccc(NC(=O)CCNC(=O)c2ccco2)c1	5	-0.6	4	-3	-14	2.0	-6	-2	-6	-4
COCCNC(=O)CN(Cc1cccs1)C(=O)CCC(=O)Nc1nccs1	-1	0.4	5	-8	8	-1.6	3	1	1	-6
CCO[C@@H]1OC(C(=O)N2CCN(C)CC2)=C[C@H](c2csc3ccccc23)[C@H]1CCCO	-1	-0.7	11	1	16	-2.8	-2	0	-6	-4
CCOC(=O)CN1CC23C=CC(O2)C(C(=O)Nc2ccc(OCC)cc2)C3C1=O (configuration not stated)	4	0.8	13	2	14	-2.5	-4	-5	1	/
CSc1ncc(C(=O)Nc2ccc(C(C)=O)cc2)c(-c2ccccc2)n1	-5	9.7	4	-1	2	-0.4	2	-1	1	-1
O=C(N/N=C/C=C/c1ccccc1[N+](=O)[O-])c1cccnc1	5	1.8	-10	-2	-8	1.1	-1	4	-4	-4
CN(C)S(=O)(=O)c1cccc(NC(=O)CCCSc2ccccc2)c1	2	-0.2	-19	-2	5	-0.8	2	3	0	-11
Oc1ccccc1C=NN=Cc1ccccc1Cl	-1	1.2	2	-3	-8	1.7	4	-1	3	-3
NC(=S)N=Nc1c(O)cc(O)c2[nH]c(=O)ccc12	3	24	-18	-1	-27	5.2	12	5	15*	3
Cc1cccc(OCC(=O)N/N=C/C=C/c2ccco2)c1	-1	0.9	-14	10	-21	4.8	-6	5	-3	1
CCN(CC)c1ccc(/C=N/N2C(=O)c3ccccc3C2=O)c(O)c1	2	-1.2	20	-7	11	-2.0	-6	1	0	1
CC1=N/C(=C\c2ccc(OC(C)C)cc2)C(=O)N1c1ccc(C(=O)O)cc1	-5	0.6	20	3	3	-0.4	-12	0	-2	1
O=C(c1cccc(S(=O)(=O)N2CCCC2)c1)N1CCCC(C(F)(F)F)C1 (configuration not stated)	-2	0.6	3	5	6	-1.1	0	-1	-2	-2
COc1ccccc1-c1c(C)oc2c(CN3CCOCC3)c(O)ccc2c1=O	3	-2.0	0	-3	-1	0.1	-16	0	1	-4
O=C(CCl)N1CCN(S(=O)(=O)c2ccc3ccccc3c2)CC1	2	1.1	12	-2	2	-0.4	-12	-4	-4	-3
CN(Cc1nc(Cc2cccc(F)c2)no1)CC1COCCO1 (configuration not stated)	0	-1.2	-1	-2	15	-2.6	-10	0	2	-1
CCOC(=O)Cn1c(=O)oc2cc(S(=O)(=O)Nc3ccc(F)cc3)ccc21	3	-0.2	-14	-2	-7	1.2	-9	6	0	/
CCc1nnc(N/N=C/c2cc(Br)c(O)cc2O)n1N	-1	0.5	17	3	-41	7.4	-3	2	-5	1
CCN(Cc1ccccc1)C(=O)C1CCN(Cc2sccc2C)CC1	0	0.2	5	6	10	-1.9	8	0	-4	2
CCOC(=O)Nc1ccc2c(CN3CCC(C(=O)OC)CC3)cc(=O)oc2c1	0	-0.1	8	1	22	-4.9	-1	-2	-2	11
SMILES	V-ATPase pHluor	C-LANA FP	HTR5A inv ctr	cardiac RTF act	MOR-DOR inv ag	MOR-DOR ag	RTF Ca sens inh	HTR5A ag	Keap1-Nrf2 PPI	CAL-PDZ inh HTS
Cc1ccc(-c2nc(NC(=O)CSc3nnc4scc(-c5ccccc5)n34)ns2)cc1	-3	0.4	-3	2	-47	9.2	2	1	-7	/
Cc1ccc(NCCC(=O)c2ccc(Cl)cc2)cc1	-1	-0.9	2	-5	9	-1.7	-3	2	-5	-4
CCN1c2ccccc2-c2nc3ccccc3n2C1c1ccccn1 (configuration not stated)	5	-0.7	-4	-6	7	-1.5	-15	2	-1	-2
CCOC(=O)N1CCN(C(=O)/C(=C\c2ccc(SC)cc2)NC(=O)c2ccccc2)CC1	2	0.4	-11	9	1	-0.2	-7	3	-4	-4
O=C(COc1ccccc1)N1CCN(C(=O)c2ccc([N+](=O)[O-])cc2)CC1	0	-3.1	-4	-1	3	-0.4	2	0	2	-4
COc1ccc(/C=C(\C#N)C(=O)NCc2ccccc2)cc1O	4	-2.1	7	-1	3	-0.3	-4	-2	-3	-8
CCN(CC)C(=O)CCc1nc2sc3c(c2c(=O)[nH]1)CCCC3	-1	-0.8	12	-5	6	-1.2	-4	2	-1	-3
C=CCOc1ccc(/C(O)=C2\C(=O)C(=O)N(CCN(C)C)C2c2cccs2)cc1 (configuration not stated)	-3	-1.1	-8	2	7	-1.2	-3	1	-1	2
COC(=O)c1sccc1-c1ccc(/C=N/OCc2c(Cl)cccc2Cl)o1	6	1.8	26	2	-5	0.9	0	-1	-8	3
Clc1ccc(-c2nnc3sc(Cc4cccs4)nn23)cc1	3	-0.4	-1	3	6	-1.0	2	-1	-5	-2
Clc1ccc(CCNc2nc3ccccc3s2)cc1	-5	2.1	-4	0	0	0.0	-4	4	-2	-3
O=C(NC1CCCCC1)c1ccccc1NC(=O)C1CC1	-3	-0.4	-5	1	11	-2.2	-5	2	-5	11
CCc1nnc(NS(=O)(=O)c2ccc(NC(=O)c3ccccc3C)cc2)s1	-2	0.3	10	0	11	-2.1	-3	3	-1	0
O=C(CN(C(=O)CCC(=O)Nc1ccccn1)C1CCCC1)NCc1ccc(F)cc1	3	0.2	-1	-4	-2	0.2	3	0	-2	-1
NC(=O)C1CCN(C(=O)c2ccc(Oc3cc(Cl)cc(Cl)c3)o2)CC1	-1	0.7	-11	-1	2	-0.3	-3	3	0	1
COc1cc2nc(N(CCN(C)C)C(=O)c3ccc(S(=O)(=O)N(C)CC4CCCO4)cc3)sc2cc1OC (configuration not stated)	3	-0.9	-5	-4	-10	1.9	-10	1	-1	2
CC(C)(C)N(NC(=O)Nc1ccccc1)C(=O)c1ccccc1	-2	-1.5	0	8	21	-3.5	1	0	1	-4
COc1ccccc1C(=O)Nc1c[nH]c(=O)[nH]c1=O	-3	-1.9	-44	-4	10	-1.9	0	-6	0	/
O=C(CN(c1ccccn1)S(=O)(=O)c1ccccc1)Nc1ccccc1	0	1.4	-12	-7	11	-2.2	-2	4	1	1
CCCn1nnc(NC(=O)c2ccc(OCC)c(Cl)c2)n1	3	0.3	14	2	4	-0.7	3	8	-3	-2
O=C(CSc1nnc(CNC(=O)c2c(F)cccc2Cl)o1)c1ccccc1	-1	-0.4	-38	3	7	-1.1	-2	-1	-5	0
O=C(c1cnsn1)N1CCC(CO)(Cc2ccc(Cl)cc2)CC1	1	1.4	-3	3	9	-1.8	-9	1	1	-4
CC1CN(Cc2nc3c(c(=O)n(C)c(=O)n3C)n2CCN2CCOCC2)CC(C)O1 (configuration not stated)	-1	1.8	/	2	/	/	3	/	-3	-21
COc1cccc(CNC2CCCCCCC2)c1OC	-2	0.5	18	-1	12	-2.2	-2	3	-4	5
COc1ccccc1N1CCN(S(=O)(=O)c2ccc(NC(C)=O)cc2)CC1	1	-3.5	2	4	17	-3.7	-3	-1	-3	-6

Ordered by heavy-atom count (lowest first): part of the list above.
SMILES	V-ATPase pHluor	C-LANA FP	HTR5A inv ctr	cardiac RTF act	MOR-DOR inv ag	MOR-DOR ag	RTF Ca sens inh	HTR5A ag	Keap1-Nrf2 PPI	CAL-PDZ inh HTS
Clc1ccc(-c2nnc3sc(Cc4cccs4)nn23)cc1	3	-0.4	-1	3	6	-1.0	2	-1	-5	-2
COC(=O)c1sccc1-c1ccc(/C=N/OCc2c(Cl)cccc2Cl)o1	6	1.8	26	2	-5	0.9	0	-1	-8	3
O=C(COc1ccccc1)N1CCN(C(=O)c2ccc([N+](=O)[O-])cc2)CC1	0	-3.1	-4	-1	3	-0.4	2	0	2	-4

Continuation.
SMILES	V-ATPase pHluor	C-LANA FP	HTR5A inv ctr	cardiac RTF act	MOR-DOR inv ag	MOR-DOR ag	RTF Ca sens inh	HTR5A ag	Keap1-Nrf2 PPI	CAL-PDZ inh HTS
Cc1cccc(-n2c(-c3csc4ccccc34)n[nH]c2=S)c1	3	-1.1	-24	-4	-3	0.5	11	1	2	2
Nc1c(C(=O)NCc2cccs2)nnn1CC(=O)Nc1cccc(Cl)c1	-2	1.2	6	-6	13	-2.6	-1	7	-2	-6
Cc1ccc(Cl)c2c(N=Nc3ccccc3)c(O)[nH]c12	0	15	-15	27	4	-0.7	-25	6	?	-4
O=C(OCc1nnc(-c2ccccc2)o1)c1ccc([N+](=O)[O-])o1	4	0.7	4	4	15	-2.9	-1	1	-1	-2
COc1ccc(/C=C(\C#N)C(=O)NCc2cccs2)cc1OC	-1	-0.6	-3	-5	5	-1.0	-8	1	-3	1
O=C(NC1CCS(=O)(=O)C1)/C(=C\c1ccccc1)NC(=O)c1ccccc1 (configuration not stated)	-3	2.4	-42	1	6	-1.1	5	4	-2	-10
CCOc1ccc(CCNC(=O)Cn2cccc2C(=O)c2ccccc2)cc1OCC	1	0.7	7	4	8	-1.2	-23	-6	0	-3
O=C1[C@@H]2[C@@H]3C[C@@H]([C@H]4ON=C(c5ccc(Cl)cc5)[C@@H]34)[C@@H]2C(=O)N1c1ccc2c(c1)OCO2	1	0.4	-7	-2	-3	0.5	3	2	-1	-2
COc1ccccc1-n1cnnc1SCC(=O)N1CC(=O)Nc2ccccc21	6	-1.0	1	8	6	-1.1	3	2	-4	-3
Cc1cc(C(=O)CCl)c(C)n1CCc1ccc(F)cc1	3	-0.7	3	-1	-16	3.3	-1	7	4	0
O=C1CSC(c2ccccc2[N+](=O)[O-])N1CCc1ccccc1 (configuration not stated)	-4	0.8	2	-2	-7	0.9	-8	-1	-1	70*
Cn1c(CCC(=O)Nc2ccc(F)cc2)nc2cc(S(=O)(=O)N3CCOCC3)ccc21	0	-0.9	8	-5	12	-1.8	-16	-1	-6	-1
CCSc1nnc(NC(=O)CCCOc2ccc(C)cc2)s1	0	-1.9	21	0	-2	0.3	11	2	1	-7
COc1ccc(OC)c(C(=O)COC(=O)COc2ccccc2)c1	-3	1.1	1	0	12	-2.3	-5	0	1	-6
CCOC(=O)c1cnc2c(OC)cccc2c1N1CCN(c2ccc(OC)cc2)CC1	1	-2.3	-9	0	-10	1.7	-4	3	-2	-2
COc1ccccc1C1c2c(C)nn(-c3ccccc3)c2NC(=O)C1NC(=O)c1ccccc1 (configuration not stated)	1	-0.5	-8	5	5	-1.0	-5	3	-2	-3
COc1cc(/C=N/Nc2nc3ccccc3[nH]2)cc(Br)c1OCC(=O)N(C)C	3	-3.4	-3	8	4	-0.8	-12	1	-1	0
Nc1ncc(-c2ccccc2)c(-c2ccc(OCc3ccccc3)cc2O)n1	5	0.7	-4	2	-9	1.7	4	0	-3	-2
CCC(C(=O)O)N1C(=O)c2ccccc2C1=O (configuration not stated)	-6	-0.2	1	-4	18	-3.0	-9	1	3	-1
